PTHR1 agonist: activates the human parathyroid hormone receptor PTHR1 | HEK293 GP2 PTHR1 cells, GloSensor cAMP luminescence, 1 h | Potency, µM (highest dose often 115 µM), for inactives: top-dose activation, hits mostly activators | hit rate 0.075% among 410,000 | AID 743266; note: potency is the fitted concentration of half-maximal effect; nearly all actives have a fitted effect of over 55% in size; some results filed as inactive show a strong effect at the top dose; inactives centre near -15; many of its hits are not listed in these tables
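HEK-293-derived GP2 cells expressing PTHR1 and a GloSensor cAMP reporter, 3,000/well, plated overnight, given luciferin plus IBMX (each 0.5 mM as added) for 1 h at 37 °C, then compound for 1 h at 37 °C. Luminescence was read after 15 min at room temperature.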
GLP-1R agonist: GLP-1 receptor (human) agonism | HEK293 GLP-1R CRE-luciferase, luminescence, 4-6 h; cells express a hypersensitive GLP-1R form | AID 624172 | hit rate 0.007% among 380,000 | Potency, µM (doses to about 45.6 µM), inactives show at the top dose activation, most hits filed as activators | P43220; note: potency is the fitted concentration of half-maximal effect; % of control where 0% means no effect
Target sequence (P43220 whole entry, looked up): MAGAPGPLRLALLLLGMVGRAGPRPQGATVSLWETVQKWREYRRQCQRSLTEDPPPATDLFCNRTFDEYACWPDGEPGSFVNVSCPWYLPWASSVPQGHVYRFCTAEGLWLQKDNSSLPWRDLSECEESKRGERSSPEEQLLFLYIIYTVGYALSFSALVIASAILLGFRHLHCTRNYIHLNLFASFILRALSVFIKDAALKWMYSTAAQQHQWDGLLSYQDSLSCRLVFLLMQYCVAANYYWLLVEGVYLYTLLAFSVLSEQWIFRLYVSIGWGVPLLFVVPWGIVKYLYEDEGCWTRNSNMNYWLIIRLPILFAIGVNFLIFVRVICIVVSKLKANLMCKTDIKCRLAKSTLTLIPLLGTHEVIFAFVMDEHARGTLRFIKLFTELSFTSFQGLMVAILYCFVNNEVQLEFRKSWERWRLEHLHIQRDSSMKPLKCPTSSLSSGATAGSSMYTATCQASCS
aSyn yeast inh: inhibitors of alpha-synuclein toxicity in yeast; Potency, µM (highest dose often 46.1 µM), for the others: top-dose growth rescue (activation), most hits filed as activators; hit rate 0.14% among 370,000; Yeast expressing alpha-synuclein, growth rescue, BacTiter-Glo, 24 h; note: potency is the fitted concentration of half-maximal effect; % of control where 0% means no effect; nearly all actives have a fitted effect of over 65% in size
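Screening used galactose-induced yeast with toxic alpha-synuclein levels, exposed to compound for 24 hr at 30 deg C. Cell growth, read with BacTiter-Glo luminescence, gave the measured signal.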
TDP43 rescue: inhibitors of TDP-43 toxicity in yeast; TDP-43 expressing yeast growth rescue, BacTiter-Glo, 24 h; Potency, µM (titrated, usually from 46.1 µM), for inactives: top-dose growth rescue (activation), actives largely listed as activators; hit rate 1.8% among 410,000; note: potency is the fitted concentration of half-maximal effect; % of control where 0% means no effect; nearly all actives have a fitted effect of over 50% in size
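Growth rescue of TDP-43-toxic yeast measured as ATP luminescence (BacTiter-Glo). Cells grown to mid-log in raffinose, induced in galactose at OD600=0.02, exposed to compound 24 hr at 30 deg C.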
GLP1R inv ag: acts as inverse agonist at human GLP-1 receptor | hit rate 1.6% among 410,000 | Potency, µM (highest dose often 38.3 µM), for the others: top-dose activity change, negative = inhibition, actives largely listed as inhibitors | HEK293 GLP-1R CRE-luciferase, luminescence, 24 h; GLP-1R form is constitutively active | P43220; note: potency is the fitted concentration of half-maximal effect; % is set by controls: 0 for no effect and ±100 for the full control effect; nearly all actives have a fitted effect of over 55% in size
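Assay principle: reduced luminescence from a cAMP-responsive reporter in HEK293 cells co-expressing a constitutively active GLP-1R. Conditions: 24 hr compound incubation, 37 deg C, 5% CO2.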
GLP1R cytotox: cytotoxicity in counter-screen for GLP-1R inverse agonists. HEK293 cAMP-luciferase reporter cells, luminescence, 24 h. Potency, µM (doses to about 38.3 µM), without a hit: at the top dose activity change, negative = inhibition, hits mostly inhibitors. AID 624418. hit rate 0.13% among 410,000;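 note: loss of luciferase light is scored as toxicity; potency is the fitted concentration of half-maximal effect; % is set by controls: 0 for no effect and ±100 for the full control effect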
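Luminescence readout: signal drop marks cytotoxicity. Plated cells grew 12 h at 37 °C, 5% CO2, received 23 nL compound for 24 h, then got luciferase reagent, read after 12 min at RT.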
DRD3 agonist: D3 dopamine receptor (human) agonism | max activation, % | AID 652048 | hit rate 0.58% among 410,000 | D3R DiscoveRx beta-arrestin cells, luminescence, 90 min | P35462; in the data active = max activation above about 30%; note: 0% is about no effect; mostly tested at two doses, the higher about 12 µM
Target sequence (P35462 whole entry, looked up): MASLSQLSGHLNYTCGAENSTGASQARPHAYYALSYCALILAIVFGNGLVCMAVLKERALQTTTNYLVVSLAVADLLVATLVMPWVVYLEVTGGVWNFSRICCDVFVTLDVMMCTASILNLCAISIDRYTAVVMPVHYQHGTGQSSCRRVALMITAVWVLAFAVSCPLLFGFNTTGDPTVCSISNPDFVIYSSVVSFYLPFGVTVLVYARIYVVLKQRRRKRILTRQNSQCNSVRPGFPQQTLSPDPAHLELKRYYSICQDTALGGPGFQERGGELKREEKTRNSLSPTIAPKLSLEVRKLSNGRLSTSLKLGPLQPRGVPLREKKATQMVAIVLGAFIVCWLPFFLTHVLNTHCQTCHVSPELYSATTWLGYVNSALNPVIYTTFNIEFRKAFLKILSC
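Cells at 1500/well, incubated overnight, then treated with pinned compounds (dopamine as control) for 90 min at 37 degrees C. DiscoveRx reagent added for 30 - 60 minutes at room temperature; luminescence read.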
DRD3 antagonist: blocks the human D3 dopamine receptor; hit rate 2.5% among 360,000; AID 652054; max response, negative = inhibition, %; D3R cells, DiscoveRx beta-arrestin luminescence, antagonist mode; stronger effect = lower value; in the data active = max response below about -50%; inconclusive = no clear call, values can overlap the other calls; note: % is set by controls: 0 for no effect and ±100 for the full control effect; mostly tested at two doses, the higher about 12 µM
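Cells plated overnight at 1500 cells/well, then exposed to library compounds with dopamine controls for 90 minutes at 37 degrees C. DiscoveRx reagent added for 30–60 minutes at room temperature; luminescence read, quantitative HTS format.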
KB-V1 cytotox: kills drug-selected multidrug resistant KB-V1 cells; Potency, µM (titrated, usually from 46.1 µM), for inactives: top-dose activity change, negative = cytotoxicity, actives largely listed as cytotoxic; AID 1347076; hit rate 3.4% among 400,000; KB-V1 MDR cells viability, CellTiter-Glo, 72 h; note: potency is the fitted concentration of half-maximal effect; % is set by controls: 0 for no effect and ±100 for the full control effect; nearly all actives have a fitted effect of over 60% in size
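Compound-treated KB-V1 multidrug-resistant cells, 72 h, 37 degrees C; viability by CellTiter-Glo. Fitted qHTS curves give the values.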
* = called active by the depositor; i = inactive; u = inconclusive; x = no result given; [ ] = another dose, or the depositor's remark. Unless noted, calls come from the whole dose curve; as a rule, active = well fitted curve in the direction sought with a large enough effect; inconclusive = small, poorly fitted or top-dose-only effect, or another doubt; inactive = no such curve, though single readings can be large; an effect the other way counts as inactive or inconclusive.

SMILES	PTHR1 agonist	GLP-1R agonist	aSyn yeast inh	TDP43 rescue	GLP1R inv ag	GLP1R cytotox	DRD3 agonist	DRD3 antagonist	KB-V1 cytotox
COc1ccc(N2C(=O)C(Cl)=C(NCc3ccccc3)C2=O)cc1	-26%	11%	0%	u	-18%	5%	-2	-8	0%
Cc1cc(Nc2ccccc2Cl)nc(-c2ccccc2O)n1	-16%	35%	-5%	u	u	5%	11	-5	-3%
c1ccc(-c2nccnc2-c2ccccc2)cc1	-21%	15%	1%	2%	2%	-8%	-7	-12	17%
CC(C)Nc1nc(Cl)nc(N(C#N)CN2C(=O)c3ccccc3S2(=O)=O)n1	-24%	-7%	7%	9%	11%	-12%	-21	-25	10%
Cc1nc(SCC(=O)N(C)C2CCS(=O)(=O)C2)c(C#N)c(C)c1C (stereo not given)	i	-3%	2%	10%	3%	-3%	0	8	-3%
O=C(COc1ccc(Cl)cc1Br)N1CCN(S(=O)(=O)c2ccccc2)CC1	i	27%	13%	u	u	0%	-22	11	u
O=C(NCCCN1CCCC1=O)c1ccc(OCc2ccccc2)cc1	-17%	1%	-3%	24%	-1%	-6%	-4	4	-19%
CCc1cc2c(CN3CCN(CC)CC3)cc(=O)oc2cc1O	i	-6%	5%	12%	-4%	x	-13	-28	1%
O=C(N/C(=C\c1ccco1)C(=O)N1CCCC1)c1cccs1	-12%	3%	-2%	-15%	8%	-2%	-1	5	6%
O=C(CSc1nc2nccnc2c(=O)n1Cc1cccs1)Nc1ccccc1F	-13%	5%	7%	2%	17%	-6%	2	20	-12%
Cc1ccc(NC(=O)CCCn2c(=O)c3cccn3c3ccccc32)cc1C	i	x	x	5%	54%[activator]	-7%	9	x	x
COc1ccc(C)cc1NC(=O)CC(NC(C)=O)c1ccccc1 (stereo not given)	-50%[inhibitor]	-4%	4%	23%	3%	-16%	-19	-12	-21%
O=C(O)/C=C/c1coc2ccccc2c1=O	-28%	-3%	0%	24%	3%	10%	1	1	17%
CCCC1=Nc2cc(C(=O)NCc3ccc(OC)cc3)ccc2Sc2ccc(C)cc21	-19%	-4%	x	-17%	4.5µM*	-25%	-18	x	u
CC1CCC(C(C)C)C(OC(=O)C[n+]2cc(-c3ccc(Cl)cc3)n3c2CCC3)C1 (stereo not given)	i	-4%	-23%	-16%	u	u	-13	-16	6%
Cc1nn(C)cc1/C=N/NC(=O)c1sc2ccccc2c1Cl	-19%	9%	-14%	19%	12%	-26%	-2	u	-9%
Cn1c(N/N=C2\CCCc3ccccc32)nc2c1c(=O)n(Cc1ccccc1)c(=O)n2C	i	-1%	2%	17%	7%	-1%	-6	-8	3%
COc1ccc(/C=N/N2CCN(c3ccccc3OC)CC2)cc1Br	-23%	-3%	2%	10%	-6%	2%	1	93	-23%
COc1ccccc1OCCCCCNCCO	10%[57.5 µM]	-4%	7%	-14%	-6%	2%	-11	9	-3%
CC(C)CC(=O)Nc1c2c(nn1-c1ccc([N+](=O)[O-])cc1)CS(=O)(=O)C2	-1%	4%	4%	10%	30%	-16%	3	-4	-1%
Nc1nc(=O)n(C2CC(O)C(CO)O2)cc1F (stereo not given)	-25%	-3%	13%	-4%	-38%	-7%	2	26	-1%
CC(C)C1N=C(c2ccc3c(c2)OCO3)CC(c2ccccc2O)N1 (stereo not given)	-83%[inhibitor]	-12%	7%	26%	11µM*	u	-8	-8	u
O=C(COC(=O)c1cccc([N+](=O)[O-])c1)c1ccc(OCc2ccccc2)cc1	-2%	1%	-2%	-6%	15%	-1%	0	-10	27%
O=C(NCC1CCCO1)C(c1ccccn1)N(Cc1ccccc1Cl)C(=O)CN1C(=O)c2ccccc2S1(=O)=O (stereo not given)	i	19%	2%	-7%	16%	-3%	7	11	u
CCc1cccc2c(-c3ccc(F)cc3)nc(SCC(=O)Nc3ccccc3)nc12	u	x	x	-5%	3%	20%	-18	x	x
CCCC1Cc2c(sc(N)c2C#N)CO1 (stereo not given)	i	2%	5%	13µM*	129%[activator]	-5%	15	6	38%
O=C(Nc1ccnn1C1CCN(C(=O)c2ccc(C(F)(F)F)cc2)CC1)C1CC1	-9%	-2%	-4%	1%	11%	-2%	-6	-9	19%
N#CCCn1cc(/C=C(\C#N)c2nc3ccccc3s2)c(-c2ccc(F)cc2)n1	i	1%	5%	15%	12%	106%[activator]	2	9	-1%
CC12c3ccccc3C(c3ccccc31)C1C(=O)N(c3cccnc3)C(=O)C12 (stereo not given)	-10%	-3%	12%	u	-1%	1%	5	17	15µM*
O=C(COC(=O)c1ccc(Cl)cc1)NC(=O)NC1CCCC1	-7%	12%	0%	-12%	12%	8%	9	9	22%
Cc1ccc(-c2cnc(C(O)c3ccc(Cl)cc3C)[nH]2)cc1 (stereo not given)	-19%	7%	0%	15%	u	1%	-11	-8	-2%
CCN1CCCC1CNC(=O)c1cc2c(-c3cccc(OC)c3)nn(C)c2s1 (stereo not given)	-11%[57.5 µM]	1%	1%	2%	u	u	1	-72*	-19%
Cc1ccccc1-c1cc(C(=O)NCc2ccco2)n(CC2CC(c3cccnc3)=NO2)n1 (stereo not given)	-13%	0%	2%	18%	u	-18%	-35	-15	-17%
O=C(NC(=S)Nc1ccc(CN2CCOCC2)cc1)c1ccccc1[N+](=O)[O-]	-19%	4%	0%	u	10%	3%	-11	-107*	-14%
Cc1ccc(NS(=O)(=O)c2cccc(C(=O)n3ncc(C#N)c3N)c2)c(C)c1	-24%	-6%	13%	-13%	-16%	-4%	-9	-8	-8%
CC(=Nc1cccc(C)c1)c1sc2ccccc2c1O	-12%[57.5 µM]	3%	-12%	5%	-25%	-13%	2	-24	2%
CCS(=O)(=O)N1Cc2ccccc2CC1C(=O)Nc1ccc(OC)cc1OC (stereo not given)	i	0%	13%	15%	34%[activator]	-2%	11	-13	3%
O=C(Cn1c(=O)n(-c2ccc(F)cc2)c(=O)c2sc3ccccc3c21)N1CCCC1	-10%	0%	x	2%	4%	-10%	-3	x	2%
CCN(CC)C(=O)c1sc2c(c1C)c(=O)n(-c1ccccc1)c(=O)n2CC(=O)Nc1ccc(C)cc1C	-6%	x	x	0%	14%	-1%	1	x	7%
COCCCn1c(SCc2cccc(Cl)c2)nc2c(sc3ccccc32)c1=O	-25%	1%	x	4%	21%	3%	-10	x	8%

Complete entries from above. Screens in order: PTHR1 agonist, GLP-1R agonist, aSyn yeast inh, TDP43 rescue, GLP1R inv ag, GLP1R cytotox, DRD3 agonist, DRD3 antagonist, KB-V1 cytotox
Profile of CCN(CC)C(=O)c1sc2c(c1C)c(=O)n(-c1ccccc1)c(=O)n2CC(=O)Nc1ccc(C)cc1C : -6%, x, x, 0%, 14%, -1%, 1, x, 7%
Profile of Cc1ccc(NS(=O)(=O)c2cccc(C(=O)n3ncc(C#N)c3N)c2)c(C)c1 : -24%, -6%, 13%, -13%, -16%, -4%, -9, -8, -8%
Profile of O=C(Cn1c(=O)n(-c2ccc(F)cc2)c(=O)c2sc3ccccc3c21)N1CCCC1 : -10%, 0%, x, 2%, 4%, -10%, -3, x, 2%

More records:
SMILES	PTHR1 agonist	GLP-1R agonist	aSyn yeast inh	TDP43 rescue	GLP1R inv ag	GLP1R cytotox	DRD3 agonist	DRD3 antagonist	KB-V1 cytotox
Cc1cccc(NC(=O)CSc2nnc(C3CC3)n2CC2CCCO2)c1C (stereo not given)	-20%	-1%	-1%	-21%	2%	18%	2	-6	-16%
Cc1cc(C(=O)Nc2ccc3c(c2)CCC3)ccc1[N+](=O)[O-]	-22%	19%	-12%	-2%	u	-12%	-8	2	-2%
Cc1cc(-c2nn(-c3ccccc3F)cc2CN2CCCC(C(N)=O)C2)c(C)s1 (stereo not given)	i	15%	4%	0%	-3%	6%	-23	-13	-5%
CC1CN(C(=O)c2ccccc2OCc2ccc(Cl)cc2Cl)CC(C)O1 (stereo not given)	-16%	10%	9%	28µM*	10µM*	20%	1	0	-3%
O=C(CC1C(=O)NCCN1Cc1ccc(Cl)c(F)c1)NC1CCCCC1 (stereo not given)	i	-3%	8%	22%	0%	-4%	-3	7	24%
Cc1cc(C)cc(N(C(=O)c2sc(C)nc2C)C(C(=O)NC(C)(C)C)c2ccncc2)c1 (stereo not given)	i	0%	2%	-17%[0.397 µM]	20%	4%	-9	-3	-3%
O=C(O)c1cc2ccccc2c2c1C(=O)c1ccccc1-2	i	1%	2.8µM*	-8%	4%	9%	-13	-11	12%
CCCn1c(SCC(=O)NC2CC2)nnc1-c1ccccn1	i	7%	-9%	-11%	-11%	-1%	-14	-15	13%
COc1ccc2c(CNCCc3ccco3)c(C(=O)O)n(Cc3ccc(C)cc3)c2c1	i	0%	x	18%	-11%	-20%	0	x	u
COc1ccc(NC(=O)/C(C#N)=C\c2ccc(N3CCOCC3)o2)cc1	-26%	11%	0%	20%	29%	-9%	9	1	-18%
COc1cccc(NC(=O)Cc2ccc(NC(=O)N3CCCCc4ccccc43)cc2)c1	-22%	0%	x	11%	u	-21%	-8	x	7%
CCc1ccc(NC(=O)c2ccc(F)c(S(=O)(=O)NCc3ccc(Cl)c(Cl)c3)c2)cc1	-41%[inhibitor]	x	x	13%	u	-4%	3	x	x
C=CCn1cc(C(=O)N2CCN(C)CC2)c(=O)c2cc(S(=O)(=O)N3CCCC3)ccc21	15%	-1%	-1%	-20%	10%	0%	-8	-18	0%
CC(C)c1ccccc1NC(=S)NC(C)c1ccccc1 (stereo not given)	i	7%	-8%	-3%	u	u	-4	-13	u

Random excerpt: 2 records from the list.
SMILES	PTHR1 agonist	GLP-1R agonist	aSyn yeast inh	TDP43 rescue	GLP1R inv ag	GLP1R cytotox	DRD3 agonist	DRD3 antagonist	KB-V1 cytotox
CC1CN(C(=O)c2ccccc2OCc2ccc(Cl)cc2Cl)CC(C)O1 (stereo not given)	-16%	10%	9%	28µM*	10µM*	20%	1	0	-3%
O=C(NCCCN1CCCC1=O)c1ccc(OCc2ccccc2)cc1	-17%	1%	-3%	24%	-1%	-6%	-4	4	-19%

Source: PubChem BioAssay

This is a subset; count on the stated rates, not on these rows.
